Lipid storage S3: qHTS Assay for Lipid Storage Modulators in Drosophila S3 Cells | actives 0.64% (n = 320,000) | Potency in µM for hits, for the others lipid storage change, negative = inhibition, % at the top dose, mostly 46.1 µM | Drosophila S3 cells, BODIPY lipid droplet fluorescence, 18-24 h; cells fed with added oleic acid | AID 2685; active means well fitted inhibition curve with a large enough effect in the signal ratio, with a control signal flat, not every such curve was filed as active; inconclusive means small, poorly fitted or top-dose-only effect, or effect the other way, or a change in a side signal; the % refers to the signal ratio
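Laser-scanning cytometry quantifies lipid droplet accumulation (500–530 nm total intensity; droplet/cell object ratio) in oleic acid-fed (400 uM added) Drosophila S3 cells treated with a concentration series. 20 uM Triacsin C defined 100% inhibition.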
Lipid storage S3 cell count max: further read-out of Lipid storage S3, marked with its call; cell number change, %; measured here: cell count max response;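 cells counted by Cell Tracker Red CMTPX staining in the red channel; peak over a dose series mostly up to 46.1 µM; percent activity relative to internal control wells on each plate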
The depositor's hits bear a star; i = inactive; ? = inconclusive; · = not tested or not shown; [ ] = dose if it differs, or a comment. On the % scale 0 is the no-effect control and ±100 the full control effect; potency means the concentration at half of the fitted maximal effect. The list is partial; rates above refer to the full screens.

Every second line gives: Lipid storage S3 cell count max, Lipid storage S3
> COc1ccc(Cl)cc1NC(=O)C1CSC(c2ccncc2)=N1 (centres undefined)
→ ·, ?
> CC(=O)Nc1ccc(NC(=O)Cn2cc3c(n2)CCCC3)cc1
→ 3, 10%
> COc1c(CC=C(C)C)cc(C2CC(=O)c3c(O)cc(O)cc3O2)cc1CC=C(C)C (centres undefined)
→ ·, ?
> NC1=NC(c2ccc(Br)cc2)n2c(nc3ccccc32)N1 (centres undefined)
→ ·, ?
> COc1ccc(CCN2C(=O)CC(Nc3ccc(N4CCOCC4)cc3)C2=O)cc1OC (centres undefined)
→ ·, ?
> CC(C)(C)Nc1nc(Nc2ccc([N+](=O)[O-])cc2)nc(NC(C)(C)C)n1
→ ·, ?
> Cc1ccc(NC(=O)CCc2ccc(C)o2)c(Br)c1
→ 8, 5%
> COc1cc(C2OC(=O)c3ccccc3S2)cc(OC)c1OC (centres undefined)
→ 8, 14%
> O=C(COc1ccc(Cl)cc1)NC1=NN(c2ccccc2)C(=O)C1
→ 5, 15%
> CC(=O)Nc1ccc(NC(=O)CC2(CC(=O)N3CCOCC3)CCCC2)cc1
→ ·, ?
> Cc1nc2cc(C(=O)OCC(=O)NC3CCS(=O)(=O)C3)ccc2n1-c1ccccc1 (centres undefined)
→ ·, ?
> Fc1cccc(NC(=S)NC2CCCCCCC2)c1
→ -23, i
> O=C(Cn1ccc(NC(=O)OCc2ccccc2)nc1=O)NCCCN1CCCC1=O
→ ·, ?
> CSc1ncccc1C(=O)NCC12CC3CC(CC(C3)C1)C2
→ 12, 2%
> CCC(CC)C(=O)Nc1cccc(C(=O)NCCc2ccccc2)c1
→ ·, ?

Going on with the list:
Every second line gives: Lipid storage S3 cell count max, Lipid storage S3
> Cc1ccnc(NS(=O)(=O)c2ccc(NC(=O)c3cncc(Br)c3)cc2)n1
→ -1, -2%
> O=C(Nc1ccc(Cl)c(Cl)c1)N1CCCCCC1
→ ·, ?
> Cc1cccc(NC(=O)CSc2ccc(-c3cccs3)nn2)c1C
→ 7, -17%
> CN1CCc2c(sc3nc(SCC(N)=O)n(-c4ccccc4)c(=O)c23)C1
→ 19, i
> COc1ccccc1NC(=O)Cc1noc(CSc2cc(C)c3ccccc3n2)n1
→ ·, ?
> COc1cc(CCC(=O)OCC(=O)N(CCC#N)c2ccccc2)cc(OC)c1OC
→ 14, i
> COC(=O)c1ccc(S(=O)(=O)N(C2CCCCC2)C2CCCCC2)n1C
→ 12, 7%
> CCc1nccn1S(=O)(=O)c1ccc(OC)c(C)c1C
→ ·, ?
> CCOC(=O)c1ccc(NC(=O)CSc2ccc(-c3ccccn3)nn2)cc1
→ ·, ?
> COC(=O)c1ccc2nc(Nc3nc4c(F)cc(F)cc4s3)sc2c1
→ ·, ?
> CCOc1ccc(NC(=O)CN(C)C(=O)c2cccc(S(=O)(=O)N3CCCC3)c2)cc1OCC
→ ·, ?
> C=CCSc1nc(N)c2c3c(sc2n1)CN(C)CC3
→ ·, ?
> COc1ccc(C)cc1S(=O)(=O)N(CC(=O)O)c1ccc(F)cc1
→ ·, ?
> CC(OC(=O)CCN=C1NS(=O)(=O)c2ccccc21)C(=O)NC1CCCCC1C (centres undefined)
→ ·, ?
> Cc1ccc(S(=O)(=O)C(C#N)c2nc3ccccc3nc2OC(C)C)cc1 (centres undefined)
→ ·, i

Further compounds follow.
Every second line gives: Lipid storage S3 cell count max, Lipid storage S3
> CCOCCn1c(N2CCCC2)nc2c1c(=O)n(C)c(=O)n2C
→ -1, i
> COC(=O)c1ccccc1NC(=O)CSc1nccn1C
→ -5, 19%
> O=C1CN(C(=O)c2cc(Br)c(Br)s2)c2ccccc2N1
→ ·, ?
> CC(C)CCNC(=O)Cc1ccc(Nc2nc(=S)[nH]c3ccccc23)cc1
→ ·, ?
> O=C(O)/C=C/c1nc(-c2ccccc2)n2ccccc12
→ 3, -4%
> O=S(=O)(Nc1ccc2c(c1)OCO2)c1cccc(Br)c1
→ ·, ?
> CCO[C@@H]1OC(C(=O)O)=C[C@H](C)[C@H]1CCCO
→ 10, -2%
> CN=C1S/C(=C\c2cn(CC(=O)OC)c3ccccc23)C(=O)N1C
→ ·, ?
> CCCCN(C)Cc1c(C)[nH]c2c(ccc3ccccc32)c1=O
→ -23, -6%
> Cc1nc2ccc([N+](=O)[O-])cc2nc1C
→ ·, ?
> O=C(COC(=O)CNS(=O)(=O)/C=C/c1ccccc1)Nc1cccc2ccccc12
→ ·, ?
> Cc1cc(/C=C2/SC(=O)NC2=O)c(C)n1-c1ccc(N2CCOCC2)cc1
→ ·, ?
> O=C(O)c1ccccc1C(=O)NNC(=O)C(c1ccccc1)c1ccccc1
→ ·, ?
> CCOc1c(Br)cc(/C=C2\C(=O)N(CCC#N)N=C2C)cc1OC
→ ·, ?
> O=C(CSc1nc2ccccc2n1CC(=O)N1CCCC1)N1CCN(C(=O)c2ccco2)CC1
→ -1, 0%

Structural class, those above containing a nitro group on carbon (2)
Every second line gives: Lipid storage S3 cell count max, Lipid storage S3
> CC(C)(C)Nc1nc(Nc2ccc([N+](=O)[O-])cc2)nc(NC(C)(C)C)n1
→ ·, ?
> Cc1nc2ccc([N+](=O)[O-])cc2nc1C
→ ·, ?

Other structures follow:
Every second line gives: Lipid storage S3 cell count max, Lipid storage S3
> CC(C)c1ccc(NC2CCCN(C(=O)CCCn3cncn3)C2)cc1 (centres undefined)
→ ·, ?
> Cn1c(N)c(C(=O)CSc2nnc(C3CC3)n2Cc2ccccc2)c(=O)[nH]c1=O
→ ·, ?
> Cc1ccc(NC(=O)CSc2nccn2Cc2ccco2)cc1
→ -7, 25%
> Cc1cccc(CSCCNC(=O)Nc2ccccc2)c1
→ ·, ?
> COCCN(CCOC)S(=O)(=O)c1ccc(C(=O)Nc2nc(-c3ccccc3)c(C(=O)c3ccccc3)s2)cc1
→ ·, ?
> COC(=O)C(CC(C)C)NC(=O)C(Cc1ccccc1)NC(=O)C1CCCN1C(=O)OC(C)(C)C (centres undefined)
→ 13, -14%
> COc1ccc(C(=O)Nc2cccc(C(C)=O)c2)cc1OC
→ -3, 10%
> Cc1ccc(S(=O)(=O)N(CC(=O)NCCSCc2ccco2)c2ccc(F)cc2)cc1
→ -9, -2%
> CCn1c(=O)c2cc(C(=O)Nc3cc(C)on3)sc2c2ccccc21
→ ·, ?
> Cc1[nH]nc2c1/C(=N/O)CC(c1ccccc1)C2 (centres undefined)
→ -7, 17%
> Cc1cc(C)c(S(=O)(=O)N2CCN(CCO)CC2)c(C)c1
→ ·, ?
> CSc1nc(-c2ccco2)nn1C(=O)c1ccc(Cl)cc1
→ ·, ?
> CCN1C(=O)[C@@H]2[C@@H](c3ccc(-c4ccc(Cl)c(Cl)c4)c(OC)c3)N3CCC[C@@]3(C(=O)OC)[C@@H]2C1=O
→ ·, ?
> Cc1nc2scc(C)n2c(=O)c1S(=O)(=O)Nc1ccc(OC(F)(F)F)cc1
→ ·, ?
> O=C(Nc1nnc(-c2ccco2)o1)c1cccc(Cl)c1
→ ·, ?

(cont.)
Every second line gives: Lipid storage S3 cell count max, Lipid storage S3
> O=C(CCCOc1ccc(Cl)cc1Cl)Nc1ccccn1
→ -16, -14%
> COc1ccccc1C1C2CCCCC2(O)CCN1CC(=O)Nc1ccccc1 (centres undefined)
→ 2, -2%
> CN(c1ccccc1)P(=O)(N(C)c1ccccc1)N(C)c1ccccc1
→ ·, ?
> Cn1c(=O)[nH]c(=O)c2c1nc(SCCN1CCOCC1)n2Cc1ccccc1
→ ·, ?
> COc1ccc(C(CC(=O)NC(C)(C)C)n2cccc2)cc1 (centres undefined)
→ -4, -13%
> COc1ccc(-c2nc(CSCC(=O)NCCC3=CCCCC3)c(C)o2)cc1OC
→ ·, ?
> CCN1CCN(C(=O)c2ccc3c(Cl)c4c(nc3c2)CCCC4)CC1
→ ·, -25%
> c1ccc(-c2cc(N3CCOCC3)nc3ccccc23)cc1
→ ·, ?
> Cc1ncoc1C(=O)N1CCCC(C(=O)Nc2cccc(-c3ccc(F)cc3)c2)C1 (centres undefined)
→ ·, ?
> Cc1cc(C(=O)COC(=O)c2ccc(Cl)c(S(N)(=O)=O)c2)c(C)n1C1CC1
→ ·, i[0.0737 µM]
> CC(=O)Nc1ccc(NC(=O)CSc2nnc(COc3ccccc3C)n2CC2CCCO2)cc1 (centres undefined)
→ ·, ?
> COc1ccc(/C=C(/C#N)C(=O)Nc2cccnc2)cc1OC
→ 20, 1%
> Cc1nn(-c2ccc([N+](=O)[O-])cc2)c2c1C(c1ccc(OC(F)F)cc1)N1C(=N2)C(=O)Nc2ccccc21 (centres undefined)
→ ·, ?
> O=C(Nc1c2c(nn1-c1cccc(Cl)c1)CS(=O)(=O)C2)c1ccc2c(c1)OCO2
→ -9, 6%
> COc1ccccc1C(=O)Nc1ccnn1C1CCN(Cc2ccn[nH]2)CC1
→ ·, ?

Quoted at random: five records from the list.
Every second line gives: Lipid storage S3 cell count max, Lipid storage S3
> Cn1c(=O)[nH]c(=O)c2c1nc(SCCN1CCOCC1)n2Cc1ccccc1
→ ·, ?
> O=C(CCCOc1ccc(Cl)cc1Cl)Nc1ccccn1
→ -16, -14%
> Cc1nn(-c2ccc([N+](=O)[O-])cc2)c2c1C(c1ccc(OC(F)F)cc1)N1C(=N2)C(=O)Nc2ccccc21 (centres undefined)
→ ·, ?
> COc1ccc(/C=C(/C#N)C(=O)Nc2cccnc2)cc1OC
→ 20, 1%
> COc1ccccc1C1C2CCCCC2(O)CCN1CC(=O)Nc1ccccc1 (centres undefined)
→ 2, -2%

The listing continues:
Every second line gives: Lipid storage S3 cell count max, Lipid storage S3
> CC(C)NC(=O)N1CCCN(c2nc3ccc(Cl)cc3s2)CC1
→ 13, -3%
> O=C(Nc1ccc2c(c1)OCCO2)c1cc2sccc2n1Cc1ccc(F)cc1
→ ·, ?
> O=C(c1ccccc1-n1cccn1)N1CCc2c([nH]c3ccccc23)C1c1ccccn1 (centres undefined)
→ -13, -11%
> COc1cccc2cc(C(=O)Nc3cc(Cl)ccc3N3CCOCC3)c(=O)oc12
→ ·, ?
> S=C(c1ccc(-c2ccc(Cl)cc2Cl)o1)N1CCCC1
→ 14, 3%
> COc1ccc(CCNC(=O)COC(=O)Cn2cnc3ccccc32)cc1OC
→ ·, ?
> COc1ccc(C2(NC(C)=O)CCN(Cc3cccnc3)CC2)cc1
→ 8, -2%
> COC(=O)c1c(C(=O)OC)c(-c2cccc(F)c2)n2c1CS(=O)(=O)C2
→ ·, ?
> COc1cccc(CN2CCN(C3CCN(c4ccccc4F)CC3)CC2CCO)c1 (centres undefined)
→ -15, -3%
> CCOc1cc(NC(=S)NCCc2ccccc2)c(OCC)cc1NC(C)=O
→ -4, 10%
> COc1ccccc1C(=O)NC(=O)CSc1nnc(SC)s1
→ -2, 0%
> CCc1ccc(NC(=O)C2CCCN(S(=O)(=O)c3cccnc3)C2)cc1 (centres undefined)
→ ·, ?
> COc1ccc(C(=O)CSc2nnc(C(CO)NC(=O)c3ccc(OC)cc3)n2C)cc1 (centres undefined)
→ 3, -4%
> O=C(COC(=O)CNC(=O)c1cccc([N+](=O)[O-])c1)Nc1nc2ccccc2s1
→ ·, ?
> COc1ccc(Cl)cc1NC(=S)N1CC(C)OC(C)C1 (centres undefined)
→ ·, ?

(next part)
Every second line gives: Lipid storage S3 cell count max, Lipid storage S3
> CCCn1c(NCc2ccco2)nc2ccccc21
→ ·, i
> Cc1ccc(NC2CCCN(C(=O)c3ccc4nccnc4c3)C2)cc1C (centres undefined)
→ ·, ?
> O=C(NCc1ccc(F)cc1)c1c2c(nc3ccccc13)CCN(Cc1ccccc1)C2
→ 13, 1%
> CCOC(=O)c1cnc2sc3c(n2c1=O)CCCC3
→ ·, ?
> CCCn1c(=O)c(C(=O)NNS(=O)(=O)c2ccc(C)cc2)c(O)c2ccccc21
→ ·, ?
> Cc1cccc(Cl)c1OCCCN1CCOCC1
→ 16, i
> CN(C)S(=O)(=O)c1ccc(C(=O)NCC(C)(C)N2CCOCC2)cc1
→ -10, -19%
> O=C(CCc1ccccc1)Nc1nncs1
→ -5, 28%
> COc1ccc(OCC(=O)NNC(=O)c2cccc(C)c2)cc1
→ 21, -3%
> Cn1c(-c2nonc2NC(=O)c2ccc(C(C)(C)C)cc2)nc2ccccc21
→ ·, ?
> O=[N+]([O-])c1ccc2c(c1)C(N1CCOCC1)/C(=C/COc1ccc(F)cc1)O2 (centres undefined)
→ ·, ?
> COc1ccc(OC)c(N(C(=O)c2ccco2)C(C(=O)NC2CCCC2)c2ccc(N3CCOCC3)cc2)c1 (centres undefined)
→ -9, i
> O=C1c2ccccc2-c2nc3ccccc3nc21
→ ·, ?
> COC(=O)CSc1nnc(COc2ccc3ccccc3c2)o1
→ ·, ?
> O=C(NCc1ccc(CNC(=O)c2ccco2)cc1)c1ccco1
→ ·, 13%

New compounds follow
Every second line gives: Lipid storage S3 cell count max, Lipid storage S3
> CN(CC(=O)Nc1ccc(Cl)c(Cl)c1)C(=O)CN1C(=O)NC2(CCCC2)C1=O
→ 23, 0%
> COc1ccc(CNCCNC(=O)c2cccs2)c(OC)c1OC
→ ·, ?
> Cc1c(-c2nc(-c3cccnc3)no2)cccc1[N+](=O)[O-]
→ ·, ?
> CCOc1ccc(N2CC(C(=O)NCCc3ccc(OC)c(OC)c3)CC2=O)cc1 (centres undefined)
→ -18, -9%
> O=C(c1nn2c(C(F)(F)F)cc(-c3ccccc3)nc2c1Cl)N1CCN2CCCC2C1 (centres undefined)
→ ·, ?
> COc1cc2nc(N(CCN(C)C)C(=O)c3ccc(S(=O)(=O)N(C)CC4CCCO4)cc3)sc2cc1OC (centres undefined)
→ -2, -4%
> O=S(=O)(NCc1ccc(F)cc1)c1ccccc1Br
→ ·, ?
> CCOC(=O)Cc1csc(NC(=O)C(C)Oc2ccc3c(C)cc(=O)oc3c2)n1 (centres undefined)
→ ·, ?

Screens from PubChem.
